Compound activity as filed in PubChem BioAssay.
MT stabilize HCS: microtubule stabilizers in HeLa cells; HeLa tubulin immunostaining HCS, 24 h; share of cells brighter than vehicle mean+2SD; % tubulin-high responders, % at 10 µM; 200,000 tested, 0.83% active;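 active means plate Z-score above 3 for both tubulin-high and condensed-nucleus cell shares, with cell loss under 80%, at 10 µM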;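 further: anti alpha tubulin signal scored within the nucleus-defined area of each cell; some results filed as inactive read as strong as hits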
NOD2 inhibition: NOD2 signaling inhibitors, cell-based, luminescence, uHTS, HEK293 (AID 1566); 290,000 tested, 0.63% active; inhibition, % at 4 µM, or EC50 in µM where a hit was titrated; HEK293 NOD2/NF-kB luciferase reporter, luminescence; higher % means a stronger effect; in the data active means inhibition above about 50%; further: many of its hits are not listed in these tables
Autophagy mod: modulators of autophagy | calls only at 10 µM (by protocol) | AID 463193 | MEF GFP-LC3 puncta imaging; test concentration mostly 10 µM | 190,000 tested, 0.98% active;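 active means percentage of spot-positive cells more than 3 SD above its plate mean, without a fluorescence outlier flag or 80% toxicity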;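 further: spot-positive cell cutoff set from DMSO-treated cells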
Dynein cargo inh: blocks dynein driven cargo transport along microtubules | 3617.4 mouse cells, GR-EGFP nuclear translocation imaging; test concentration mostly 20 µM; stimulated with dexamethasone, 1 µM; stronger effect = lower value | z-score, hits read low | AID 1381 | 220,000 tested, 0.47% active;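 active means plate z-score of nuclear minus cytoplasmic receptor signal below a set negative limit, without overly bright fluorescence or cell loss, cut at about -3.5 in these data, passing the limit was not always enough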;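 further: z-score of nuclear minus cytoplasmic ring GR-EGFP intensity difference per well; some compounds called inactive have numbers as strong as hits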
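Buffer or medium: tet-free, stripped-serum medium; reagent: dexamethasone at 1.0 µM final, 30 min; incubation: 48 h induction, 1 h compound, 30 min dex at 37 °C; measured by: formaldehyde fixation, Hoechst nuclear stain, 10x automated fluorescence imaging; read-out: nuclear-to-cytoplasmic GR-EGFP distribution per well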
WT yeast gro inh: growth inhibition of WT yeast, mitochondrial fusion screen. AID 1362. inhibition, % at 10 µM. 190,000 tested, 2.1% active. mitochondrial fusion phenotypic screen, WT strain; in the data active means inhibition above about 58%; tested in S. cerevisiae
Lipid droplet: hepatic lipid droplet formation modulation; AML12 mouse hepatocytes, oleate lipid droplets, BODIPY imaging; inhibition, % at 6.5 µM; 240,000 tested, 0.4% active;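 active means lipid droplet intensity inhibited by at least 50%, with more than 500 cells counted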
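Material – mouse AML12 hepatocyte cell line, fixed after treatment · Compound dosing – one dose, 6.5 µM compound · Times – compound with oleate, overnight · Measured by – Image-based BODIPY and DAPI two-channel analysis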
bCat nuc transl: modulators of beta-catenin nuclear translocation | HeLa beta-catenin nuclear translocation, immunofluorescence imaging | 190,000 tested, 0.3% active | nuclear translocation activity, % at 5 µM | AID 1665;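 active means nuclear translocation activity above 50% at 5 µM, with a well cell count of 50 or more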;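 further: per-cell ratio of nuclear to cytoplasmic median beta-catenin stain intensity; plate controls were DMSO negative control for no effect and GSK-3 inhibitor IX positive control for full effect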
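Signal – beta-catenin immunofluorescence imaging with DAPI · Test system – human HeLa cell line · Dosing – 5 µM primary single dose, 0.1% DMSO, 0.02–20 µM confirmation series · Measure – % activation, nuclear-to-cytoplasmic median beta-catenin signal ratio per cell · Incubation – 24 h compound exposure at 37°C, 5% CO2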
Insulin prom up: MIN6 insulin promoter up-regulation. 190,000 tested, 0.3% active. MIN6 insulin promoter-GFP reporter, high-content imaging; stronger effect = higher value. z-score at 5 µM. AID 1625;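 active means z-score above 3 at 5 µM with at least 500 cells counted in the well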
Yfh1-off respiration: enhancers of respiration in Yfh1-depleted yeast, dose response, Friedreich's ataxia, plus single-dose screen (AID 1465); S. cerevisiae Yfh1-off respiration, WST-1 reduction, 72 h; higher fold induction means a stronger effect; fold induction at 50 µM; hits with a dose series show EC50 in µM; 220,000 tested, 0.074% active;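 active means fold induction of absorbance versus untreated yeast above a set limit, then at least 30% activation at any dose in follow-up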;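 further: activators that raise dye reduction in frataxin-depleted yeast; strong numbers were not always called active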
WT yeast gro inh mutant strain: further read-out of WT yeast gro inh, marked with its call; inhibition, %; mitochondrial fusion phenotypic screen, mutant strain inhibition
Dynein cargo inh cytoplasmic EGFP: also measured in Dynein cargo inh; calls as there; z-score; measured here: cytoplasmic GR-EGFP intensity; stronger effect = higher value
Dynein cargo inh nuclear GR-EGFP: second read-out of Dynein cargo inh, no call of its own (marks repeat the call); z-score; measured here: nuclear GR-EGFP intensity;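 lower value marks the stronger effect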
Dynein cargo inh cell count: recorded beside Dynein cargo inh, whose call it bears; z-score; measured here: cell count per field
Insulin prom up cell count: recorded beside Insulin prom up, whose call it bears; cell count; measured here: cytotoxicity, nuclei count;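 total cells summed across four imaged fields per well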
Lipid droplet cells 6.5 µM: recorded beside Lipid droplet, whose call it bears; cell count; measured here: cell count, cytotoxicity flag;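 cells counted across two imaged fields per well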
bCat nuc transl cell count 5 µM: second read-out of bCat nuc transl, no call of its own (marks repeat the call); cell count; measured here: cell count, cytotoxicity flag
MT stabilize HCS Hoechst-high %: also measured in MT stabilize HCS; calls as there; % Hoechst-high responders; measured here: nuclear condensation Hoechst responders;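 share of cells brighter than vehicle mean plus two SD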
MT stabilize HCS cytotoxicity %: second read-out of MT stabilize HCS, no call of its own (marks repeat the call); toxicity, %; measured here: cytotoxicity by cell density;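 0% = mean cell density of plate MIN control wells and 100% = no cells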
Autophagy mod cell loss 18 h: further read-out of Autophagy mod, marked with its call; toxicity, %; measured here: cell loss, nuclei count;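 cell loss after 18 h compound exposure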
The depositor's hits bear a star; i = inactive; · = not tested or not shown; + = active, no number.

SMILES	MT stabilize HCS	MT stabilize HCS Hoechst-high %	MT stabilize HCS cytotoxicity %	NOD2 inhibition	Autophagy mod	Autophagy mod cell loss 18 h	Dynein cargo inh	Dynein cargo inh cytoplasmic EGFP	Dynein cargo inh nuclear GR-EGFP	Dynein cargo inh cell count	WT yeast gro inh	WT yeast gro inh mutant strain	Lipid droplet	Lipid droplet cells 6.5 µM	bCat nuc transl	bCat nuc transl cell count 5 µM	Insulin prom up	Insulin prom up cell count	Yfh1-off respiration
C/C(=N\NC(=S)NCc1ccccc1)c1ccc(Cl)cc1	2.8	1.7	4.0	-49%	i	-7	-0.065	-0.26	-0.16	0.62	31	21	4	669	-1.9	962	-0.23	1184	i
Nc1c(N(C(=O)Nc2ccc(Cl)c(Cl)c2)C2CCCC2)c(=O)[nH]c(=O)n1Cc1ccccc1	1.2	2.2	7.6	8%	i	-6	-0.43	2.6	0.88	-3.2	-11	-37	-17	744	-2.5	1225	·	·	·
Cc1ccc(SCc2cc(=O)[nH]c(/N=C(\N)Nc3ccc(C)c(C)c3)n2)cc1	3.5	1.5	8.4	23%	i	-23	0.83	-0.24	0.68	0.26	·	·	·	·	·	·	·	·	i
O=C(Nc1ccc(Cl)c(Cl)c1)N(CCCN1CCOCC1)Cc1cccnc1	·	·	·	30%	·	·	-1.3	-0.27	-0.027	0.49	·	·	32	711	-1.2	1288	·	·	i
Cc1ccc(S(=O)(=O)NCCNC(=O)C2CCCNC2=O)cc1 (stereo not drawn)	3.2	1.1	4.3	-12%	i	-7	-0.72	-0.21	-1	0.88	3	-11	10	762	-1.1	1085	0.31	1265	i
CN(C(=O)c1ccc(=O)[nH]c1)C1(C(=O)NC2CCCCC2)CCCCC1	3.3	1.1	6.7	1%	i	15	0.16	-0.2	0.26	-0.19	0	-4	·	·	-2.8	1418	0.65	1707	i
O=C(c1ccc(F)cc1)N1CCN(Cc2ccccc2Br)CC1	3.9	1.6	4.5	11%	i	-1	-0.46	-0.18	-0.35	0.26	7	-2	0	673	-0.5	1075	-0.7	1775	i
CC(C)CC1=NN(C(=O)c2ccncc2)C(O)(C(F)(F)F)C1 (stereo not drawn)	3.8	2.7	5.6	20%	i	-4	-0.76	-0.32	-0.78	0.57	-2	-12	1	678	-1.0	543	0.32	1164	i
CCOC(=O)Cn1cc(C(=O)c2cccs2)c2ccccc21	4.6	2.5	3.2	0%	i	-3	0.41	-0.21	0.62	0.091	-4	1	-14	703	·	·	·	·	i
N#Cc1c(N)n(-c2ccc(C(=O)O)cc2)c2nc3ccccc3nc12	·	·	·	18%	·	·	-0.25	-0.28	-0.1	0.79	·	·	-7	650	0.9	1259	-0.14	1408	i
CN(C)c1cc(-c2ccc(F)cc2)oc(=O)c1Cl	·	·	·	0%	·	·	-0.63	-0.16	-0.23	0.73	·	·	-11	657	-0.1	1276	-0.12	1049	i
Cc1cc(C)c(C#N)c(SCSCc2ccccc2)n1	1.5	1.3	3.9	14%	i	-10	0.1	-0.24	0.27	0.21	28	20	-2	827	·	·	0.47	860	i
CCNS(=O)(=O)c1ccc(CCC(=O)NCCc2ccc(OC)cc2)cc1	3.1	1.6	0.2	0%	i	21	0.57	-0.25	0.54	-0.74	3	-2	-17	690	4.9	838	-1.1	1576	i
COc1ccc(/C=N/NC(=O)c2cccnc2)cc1COc1ccc([N+](=O)[O-])c(C)c1	·	·	·	-33%	·	·	-0.6	-0.25	-0.3	0.021	·	·	-1	638	82*	334*	0.47	977	i
Cc1cc2cc3c(cc2nc1SCc1ccc(C(=O)O)cc1)OCCO3	1.7	2.7	9.4	24%	i	3	-0.053	-0.27	-0.13	0.062	50	-8	-24	454	1.6	959	0.65	1607	i
CC1(C)NC(=O)N(CC(O)CN2C(=O)NC(C)(C)C2=O)C1=O	4.3	2.2	2.0	5%	i	7	-1.4	-0.22	-0.41	1.1	-5	3	·	·	-10	1032	1.2	1274	i
Cc1ccc(NC(=O)c2cc(NC(=O)CCCC(=O)O)ccc2Cl)cc1Cl	1.4	1.4	7.7	-9%	i	3	-0.56	-0.22	-0.5	1.1	-1	-24	·	·	-0.5	1381	0.34	1572	i
Cc1ccc(-n2ncc3c(NCc4ccco4)ncnc32)c(C)c1	2.1	1.5	13	-12%	i	-15	-0.17	-0.15	0.026	-0.43	1	3	6	693	-0.3	1069	-0.84	1810	i
COc1cc(Br)cc(C=Nc2cccc(C(F)(F)F)c2)c1O	2.9	2.7	4.9	7%	i	-3	0.74	-0.2	0.49	0.31	4	20	-2	596	·	·	-0.94	1258	i
COC(=O)c1c(C(=O)OC)c2n(c1C)CCS2	·	·	·	10%	·	·	0.38	-0.21	0.21	-0.21	·	·	-11	724	-1.2	1154	0.49	1462	i
COc1ccc(OCC(=O)NNC(=O)c2c(-c3ccccc3Cl)noc2C)cc1	·	·	·	12%	·	·	0.41	-0.22	0.2	-0.06	·	·	4	740	-1.7	1088	-0.12	1471	i
Cc1cccc(NC(=S)N2CCC(C(=O)c3ccc(F)cc3)CC2)c1C	1.6	2.1	7.4	2%	i	-6	-0.74	-0.22	-0.74	0.44	8	18	1	596	-2.4	1067	0.1	1800	i
CC(C)c1ccc(/C=C2\SC(N3CCOCC3)=NC2=O)cc1	·	·	·	18%	·	·	-2.1	-0.073	-0.41	0.98	·	·	-30	660	-0.8	1364	0	1103	i
O=C(Nc1ccccc1N1CCN(c2ccccc2)CC1)c1ccccc1F	3.0	2.3	12	-28%	i	-13	0.13	-0.049	-0.41	1.1	26	16	-5	707	-0.1	1467	-0.15	1381	i
COC(=O)Nc1ccc(S(=O)(=O)N2CCCC(C(=O)N3CCCCCC3)C2)cc1 (stereo not drawn)	3.9	1.3	2.1	8%	+	19*	0.93	-0.21	0.25	-0.57	4	9	13	676	0.5	1051	-0.62	1485	i
COC(=O)Nc1ccc(S(=O)(=O)Nc2ccccc2F)cc1	4.6	1.7	10	16%	i	8	-0.62	-0.31	-0.013	0.6	-24	-6	·	·	-0.1	880	0.6	1443	i
COC(=O)c1ccc(C(=O)OC)c(NC(=O)CN2CCCCC2)c1	2.3	2.0	9.6	8%	i	21	-0.47	-0.22	-0.14	0.63	14	18	3	677	-0.6	948	-0.3	1573	i
CCOc1ccc(/C=N/n2nnnc2N)cc1O	·	·	·	-83%	·	·	0.73	-0.23	0.12	-0.53	·	·	-2	738	-0.3	1334	0.75	1465	i
CCCC(=O)Nc1nnc(Sc2ccc(N(C)C)cc2)s1	2.5	2.1	31	8%	i	5	-0.33	0.046	0.2	2.2	6	14	-5	670	0.0	1100	0.02	1060	i
CC1=CC(c2ccccc2)n2nc(N3C(=O)c4ccccc4C3=O)nc2N1 (stereo not drawn)	1.8	0.3	27	-8%	i	7	-0.38	0.77	0.5	-0.63	10	-16	8	674	·	·	·	·	i

4 records drawn at random from the list so far:
SMILES	MT stabilize HCS	MT stabilize HCS Hoechst-high %	MT stabilize HCS cytotoxicity %	NOD2 inhibition	Autophagy mod	Autophagy mod cell loss 18 h	Dynein cargo inh	Dynein cargo inh cytoplasmic EGFP	Dynein cargo inh nuclear GR-EGFP	Dynein cargo inh cell count	WT yeast gro inh	WT yeast gro inh mutant strain	Lipid droplet	Lipid droplet cells 6.5 µM	bCat nuc transl	bCat nuc transl cell count 5 µM	Insulin prom up	Insulin prom up cell count	Yfh1-off respiration
COc1ccc(/C=N/NC(=O)c2cccnc2)cc1COc1ccc([N+](=O)[O-])c(C)c1	·	·	·	-33%	·	·	-0.6	-0.25	-0.3	0.021	·	·	-1	638	82*	334*	0.47	977	i
Cc1cc2cc3c(cc2nc1SCc1ccc(C(=O)O)cc1)OCCO3	1.7	2.7	9.4	24%	i	3	-0.053	-0.27	-0.13	0.062	50	-8	-24	454	1.6	959	0.65	1607	i
CC(C)CC1=NN(C(=O)c2ccncc2)C(O)(C(F)(F)F)C1 (stereo not drawn)	3.8	2.7	5.6	20%	i	-4	-0.76	-0.32	-0.78	0.57	-2	-12	1	678	-1.0	543	0.32	1164	i
Nc1c(N(C(=O)Nc2ccc(Cl)c(Cl)c2)C2CCCC2)c(=O)[nH]c(=O)n1Cc1ccccc1	1.2	2.2	7.6	8%	i	-6	-0.43	2.6	0.88	-3.2	-11	-37	-17	744	-2.5	1225	·	·	·

Only part of the results is shown; the hit share may differ from the screen's.
